# DYRK1A inh: Dyrk1A (rat) kinase inhibition; Q63470; ADP-Glo luminescence, NFATc1 peptide; inhibition, % at 12.5 µM; 0.43% of 310,000 active; in the data active = inhibition above about 50%;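 note: plate controls were vehicle with enzyme for no effect and no enzyme for full effect; many of its hits are not listed in these tables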
# GSK3A inh: human GSK-3 alpha kinase inhibition. P49840. ADP-Glo luminescence, 60 min. inhibition, % at 10 µM. 0.1% of 320,000 active. AID 2650;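 in the data active = inhibition above about 50%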;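 note: GST-tagged GSK-3 alpha with peptide substrate and 25 µM ATP; 0% = DMSO neutral wells and 100% = GW8510 positive control wells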
# Target sequence (P49840 whole entry, looked up): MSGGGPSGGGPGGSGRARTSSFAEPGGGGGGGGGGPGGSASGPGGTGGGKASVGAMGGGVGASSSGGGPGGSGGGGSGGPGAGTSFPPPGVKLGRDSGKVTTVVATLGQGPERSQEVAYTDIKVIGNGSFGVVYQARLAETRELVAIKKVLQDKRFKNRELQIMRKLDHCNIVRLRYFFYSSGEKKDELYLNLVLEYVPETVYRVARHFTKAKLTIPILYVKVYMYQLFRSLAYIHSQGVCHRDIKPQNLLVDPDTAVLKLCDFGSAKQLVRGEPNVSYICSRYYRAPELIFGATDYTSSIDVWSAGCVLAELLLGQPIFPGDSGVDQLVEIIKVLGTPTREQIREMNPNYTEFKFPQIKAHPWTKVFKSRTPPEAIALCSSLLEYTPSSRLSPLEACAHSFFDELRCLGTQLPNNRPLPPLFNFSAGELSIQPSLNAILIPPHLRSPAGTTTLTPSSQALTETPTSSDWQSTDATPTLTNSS
# RGS4 pot: RGS4 potentiation or activation | HEK293 M3R/inducible RGS4, carbachol calcium flux Fluo4; hits give low values | B-score at 10 µM | 0.92% of 310,000 active;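 active = B-score of the integrated calcium signal more than 4 SD below the library mean, with starting fluorescence not abnormally high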;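 note: negative B-score means reduced calcium response which marks RGS4 activation or potentiation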
#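 Assay system: Inducible-RGS4 HEK293 cells carrying M3 receptor | Schedule: Compound preincubation 20 min at room temperature before agonist | Signal: Kinetic calcium fluorescence imaging with Fluo4-AM dye, 2 µM | Read-out basis: B score from integrated fluorescence ratio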
# KCNQ1 block: human KCNQ1 channel inhibition | CHO-K1 KCNQ1, FluxOR thallium flux fluorescence; hits give high values | AID 2642 | 1.3% of 310,000 active | B-score at 10 µM | P51787;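 active = compounds whose thallium flux B-score, printed positive for inhibition, exceeds three library SD while starting fluorescence stays within three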;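 note: channel opened by potassium depolarization with thallium stimulus after 20 min compound exposure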
# RGS4 block: inhibitors of human RGS4; B-score at 10 µM; P49798; 0.45% of 310,000 active; HEK293 M3R/RGS4 inducible, Fluo-4 calcium flux; hits give high values; triggered by carbachol at its EC20; AID 463165;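 active = B-score, a plate-corrected calcium signal, over three deviations above library mean, with baseline fluorescence within five deviations of library mean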;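 note: RGS4 expression induced by doxycycline in cells with stable M3 receptor; B-score is computed from the integrated fluorescence ratio over baseline after carbachol; higher B-score means a larger calcium signal and so more RGS4 inhibition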
# hERG rescue: shields human hERG channel from block by proarrhythmic agents; AID 1511; 0.51% of 310,000 active; activation (rescue from dofetilide block), less the hit threshold, % at 10 µM; Q12809; CHO-hERG, FluxOR thallium flux, dofetilide IC70 present;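 active = activation above the mean of controls blocked by dofetilide plus 5 SD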;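 note: thallium influx through hERG after potassium depolarization seen as dye fluorescence rise; in these data hits start at about 4.7%; inactives centre near -7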
# KCNK9 block: human KCNK9 channel inhibition; B-score at 10 µM; 1.2% of 310,000 active; HEK293 KCNK9, FluxOR thallium flux fluorescence; hits give low values; Q9NPC2; AID 488922;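 active = ratio B-score over 3 SD below the library mean, with starting fluorescence within 5 SD of its mean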;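 note: negative B-score means less thallium flux so channel inhibition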
# PolyA inhibitor: inhibitors of polyadenylation in S. cerevisiae; S. cerevisiae SKY197-pL101 polyadenylation reporter, beta-gal luminescence; efflux-impaired pdr1/pdr3 knockout yeast; score 100 = 6 SD above DMSO; calls only at 12 µM; 0.02% of 300,000 active; AID 1875;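 active = lowest replicate activity score at least 50, where 100 means six control SD above control mean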;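 note: yeast exposed to compound for 9 h at 30 °C; higher score means more reporter readthrough which indicates perturbed polyadenylation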
# KCNQ1 act: potentiates or activates the human KCNQ1 potassium channel; P51787; CHO-K1 KCNQ1, thallium flux FluxOR fluorescence; hits give high values; B-score at 10 µM; 0.35% of 310,000 active; AID 2648;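 active = fluorescence ratio B-score, a plate-corrected score, at least three library SD, with initial intensity B-score within 5 SD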
#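 assay system = CHO-K1 cells stably expressing KCNQ1 | medium = assay buffer, equal DMSO in all wells | timing = 37 °C overnight plating, 90-min dark dye load, 20-min compound pretreatment | measured by = kinetic FluxOR thallium fluorescence, 10-s 1-Hz baseline, 110-s post-stimulus read | measure = fluorescence change relative to baseline, converted to B score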
# KCNK3 block: human KCNK3 channel inhibition, primary screen; O14649; CHO-KCNK3 thallium flux, FluxOR fluorescence; hits give low values; B-score at 10 µM; 0.84% of 340,000 active;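 active = B-score under library mean minus 4 SD, starting fluorescence ratio at most library mean plus 5 SD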;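 note: more negative B-score means stronger inhibition of thallium flux through KCNK3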
# GSK3B inh: blocks human GSK3beta kinase activity. AID 2097. GST-GSK3beta kinase, ADP-Glo luminescence, 60 min; hits give low values. 0.038% of 300,000 active. P49841. activity score (negative = inhibition), % at 10 µM;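 active = more than half of replicate wells score below -50%, meaning over 50% inhibition versus plate controls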;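 note: 0% = median DMSO wells and -100% = median GW8510 positive control wells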
# Target sequence (P49841 whole entry, looked up): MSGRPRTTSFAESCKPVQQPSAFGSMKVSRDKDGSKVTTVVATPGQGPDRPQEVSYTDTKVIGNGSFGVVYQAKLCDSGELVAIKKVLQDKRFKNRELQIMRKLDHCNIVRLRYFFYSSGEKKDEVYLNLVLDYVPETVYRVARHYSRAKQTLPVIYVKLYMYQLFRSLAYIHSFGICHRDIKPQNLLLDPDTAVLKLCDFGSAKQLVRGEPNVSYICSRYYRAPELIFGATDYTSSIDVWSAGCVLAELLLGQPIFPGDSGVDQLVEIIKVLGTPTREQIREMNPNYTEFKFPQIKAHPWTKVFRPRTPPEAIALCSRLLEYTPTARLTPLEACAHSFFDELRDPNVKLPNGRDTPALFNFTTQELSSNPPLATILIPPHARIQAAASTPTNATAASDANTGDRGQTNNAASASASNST
#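 Test system: GST-fused GSK3beta enzyme, cell-free | Quantity: 1.6 ng GST-GSK3beta enzyme per well | Reagent: 25 µM ATP with peptide substrate | Schedule: 60 min enzyme reaction, room temperature | Signal: Luminescent ADP-Glo measurement of ADP formed | Read-out basis: Score relative to plate controls | Control set: DMSO and 20 µM GW8510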
# Starred values were filed as active, the others as inactive; i = inactive; nt = not tested or not shown. This is a subset; count on the stated rates, not on these rows.
smiles,DYRK1A inh,GSK3A inh,RGS4 pot,KCNQ1 block,RGS4 block,hERG rescue,KCNK9 block,PolyA inhibitor,KCNQ1 act,KCNK3 block,GSK3B inh
CCOc1cc([N+](=O)[O-])c2nc(N)sc2c1,-2,-2,i,i,i,-4,i,i,i,i,0
CCc1nc2ccccc2c(=O)n1/N=C/c1ccc(Cl)cc1,-7,-4,i,i,i,-9,i,i,i,i,-2
Cc1ccc(Cl)cc1N1CCN(C(=O)C(C)n2ncn3cccc3c2=O)CC1 (stereo not drawn),-2,5,i,i,i,-25,i,i,i,i,-8
C=CCOc1ccc(CNn2cn[nH]c2=S)cc1OCC,-4,-1,i,i,i,-7,i,i,i,i,0
CS(=O)(=O)Nc1cccc(C2=NN(C(=O)CCCC(=O)O)C(c3cccs3)C2)c1 (stereo not drawn),5,-1,i,i,i,-3,i,i,i,i,1
O=C(O)CCCC(=O)Nc1nc2n(n1)C(c1ccc(F)cc1)CC(c1ccc(Cl)cc1)N2 (stereo not drawn),10,-1,i,i,i,-9,i,i,i,i,2
O=C(Nc1ccccc1F)c1ccc(Cn2cc(Cl)cn2)cc1,-2,nt,i,i,i,-3,i,i,i,i,0
CC1Cc2ccccc2N1C(=O)CN1C(=O)NC(C)(c2ccc3c(c2)OCCO3)C1=O (stereo not drawn),-3,-1,i,i,i,-12,i,i,i,i,2
O=C(Cn1cc(C(=O)C(F)(F)F)c2ccccc21)N1CCOCC1,5,-2,i,i,i,-6,i,i,i,i,-1
COc1ccc(-c2noc(N3CCC(C(=O)Nc4ccccc4F)CC3)n2)cc1,-2,-2,i,i,i,-8,i,i,i,i,-1
CCOc1ccc2nc(SCC3CC3(Cl)Cl)[nH]c2c1 (stereo not drawn),nt,-6,i,i,i,-9,i,i,i,i,4
c1ccc2c(c1)OCC(c1csc3ncnc(N4CCCCC4)c13)O2 (stereo not drawn),-3,0,i,i,i,-8,-13*,i,i,i,0
CN(C)c1cccc(C(=O)OCC(=O)Nc2nccs2)c1,-5,2,i,i,i,-3,i,i,i,i,-2
CSc1nnc(SCc2nc3sc(C(=O)O)c(C)c3c(=O)[nH]2)s1,5,21,i,i,i,-13,i,i,i,i,-7
O=C(CNS(=O)(=O)c1ccc(Cl)cc1)OCC(=O)N1CCCc2ccccc21,0,-2,i,i,i,-11,i,i,i,i,1
Cc1nc(CNS(=O)(=O)c2ccc3ccccc3c2)cs1,2,-1,i,i,i,-3,i,i,i,i,2
CCC(CC)c1nnc(NC(=O)CN2C(=O)NC3(CCCC3)C2=O)s1,-7,2,i,i,i,-6,i,i,i,i,-2
Cc1ccc(SCCC(=O)OC(C(=O)NC(N)=O)C(C)C)cc1 (stereo not drawn),4,-1,i,i,i,-14,i,i,i,i,0
COc1cc(N2CCOCC2)ccc1C=C(C#N)C#N,2,-1,i,i,i,1,i,i,i,i,-1
Cc1ccc(C(C(=O)NC2CCCC2)N(C(=O)Cc2cccs2)c2cccc(C)c2C)o1 (stereo not drawn),0,-3,i,i,i,-3,i,i,i,i,-1
CCC(=O)c1c(CC)c2n3c1CC[C@H]3CCC2,21,nt,i,i,i,-8,i,i,i,i,-29
Cc1cc(C)cc(N(C(=O)c2csnn2)C(C(=O)NC2CCCCC2)c2ccccn2)c1 (stereo not drawn),3,4,i,i,i,-9,i,i,i,i,3
CCN(CC)C(=O)CSc1nc2c(sc(=S)n2CC)c(=O)n1-c1ccccc1,-3,-2,i,i,i,-10,i,i,i,i,1
CCOc1ccc(CCNC(=O)CS(=O)(=O)Cc2nc(-c3ccccc3F)oc2C)cc1,-3,-2,i,i,i,-5,i,i,i,i,7
Cc1cc(-c2ccccc2)n(-c2ccc(C(=O)NC(C)C)cc2)n1,-7,-2,i,i,i,-10,i,i,i,i,0

# As a short view, part of the list above:
smiles,DYRK1A inh,GSK3A inh,RGS4 pot,KCNQ1 block,RGS4 block,hERG rescue,KCNK9 block,PolyA inhibitor,KCNQ1 act,KCNK3 block,GSK3B inh
C=CCOc1ccc(CNn2cn[nH]c2=S)cc1OCC,-4,-1,i,i,i,-7,i,i,i,i,0
CS(=O)(=O)Nc1cccc(C2=NN(C(=O)CCCC(=O)O)C(c3cccs3)C2)c1 (stereo not drawn),5,-1,i,i,i,-3,i,i,i,i,1

# Next compounds follow:
smiles,DYRK1A inh,GSK3A inh,RGS4 pot,KCNQ1 block,RGS4 block,hERG rescue,KCNK9 block,PolyA inhibitor,KCNQ1 act,KCNK3 block,GSK3B inh
CSc1nc(N(C)C)nc(N(C)C#N)n1,3,2,i,i,i,-2,i,i,i,i,3
CCN(CC)CCN(C(=O)c1ccc2c(c1)CCCC2)c1nc2ccc(F)cc2s1,0,0,i,i,i,-25,i,i,i,i,-1
NC(=O)C1(N2CCCCC2)CCN(S(=O)(=O)c2cc(Cl)ccc2Cl)CC1,2,3,i,i,i,-4,i,i,i,i,2
Cc1cnc(NC(=O)Nc2ccc(OCc3ccccc3)cc2)c(Br)c1,-2,-2,i,i,i,-5,i,i,i,i,0
NS(=O)(=O)c1ccc(CCNS(=O)(=O)c2ccccc2)cc1,-6,-1,i,i,i,-10,i,i,i,i,-3
NS(=O)(=O)c1ccc(CCNC(=O)CN2CCN(Cc3cccc(C(F)(F)F)c3)CC2)cc1,3,-2,i,i,i,-7,i,i,i,i,-1
Cn1nnnc1SCC(=O)N1CCc2ccccc21,-8,-3,i,i,i,-9,i,i,i,i,-3
COCC(=O)N(Cc1cc2cc(C)ccc2[nH]c1=O)c1ccc(C)c(C)c1,-7,-1,i,i,i,-4,i,i,i,i,0
Cc1cc(S(=O)(=O)N2CCN(c3ccccn3)CC2)c(C)cc1Cl,nt,-2,i,i,i,-18,i,i,i,i,7
Cc1cc(C)cc(C(=O)NCC(=O)N2CCN(c3cccc(Cl)c3)CC2)c1,-4,-3,i,i,i,-15,i,i,i,i,2
CC(C)(C)OC(=O)COc1ccc(/C=N/NC(=O)CN2CCCCC2)cc1,-4,nt,i,i,i,-9,i,i,i,i,6
CN(C)c1ccc(CN(C(=O)/C=C/c2ccccc2Cl)C2CCS(=O)(=O)C2)cc1 (stereo not drawn),nt,3,i,i,i,-3,i,i,i,i,-1
CC(C)(O)C#Cc1ccc(CN2CCN(Cc3ccccc3)C(CCO)C2)cc1 (stereo not drawn),-2,-1,i,i,i,-6,i,i,i,i,3
O=C(NCCc1ccc(Cl)cc1)c1ccc(CNc2c(N3CCOCC3)c(=O)c2=O)cc1,-10,3,i,i,i,-13,i,i,i,i,-1
C#CCOCCOCCOCCNc1nc(N2CCN(C(=O)[C@H](Cc3ccc(O)cc3)n3cc([C@@H](N)C(C)CC)nn3)CC2)nc(N2CCN(C(=O)[C@H](Cc3cc4ccccc4[nH]3)n3cc([C@@H](N)C(C)CC)nn3)CC2)n1 (stereo partly drawn),22,-1,i,i,i,-7,i,i,i,i,1
O=C1CC(c2ccccc2)=Nc2ccccc2N1Cc1ccccc1,0,-1,i,i,i,-9,i,i,i,i,-1
CC1(C)NC(=O)N(CC(=O)OCC(=O)Nc2sccc2C#N)C1=O,3,0,i,i,i,-11,i,i,i,i,2
COC(=O)c1ccc(CS(=O)(=O)c2ccc(C)cc2)o1,0,3,i,i,i,-6,i,i,i,i,1
O=c1cc(-c2ccc([N+](=O)[O-])cc2)c2ccc(O)cc2o1,2,0,i,i,i,-7,i,i,i,i,-2
COC(=O)CC1Oc2ccc(C)cc2NC1=O (stereo not drawn),4,-2,i,i,i,-2,i,i,i,i,2
OC(COc1ccc(CN2CCSCC2)cc1)CN1CCCCC1 (stereo not drawn),-2,0,i,i,i,-17,i,i,i,i,1
CCOc1cc(S(=O)(=O)N(Cc2ccccc2)Cc2ccccc2)c(OCC)cc1-n1cnnn1,-1,nt,i,i,i,-10,i,i,i,i,5
Cc1ccc(C(=O)Nc2ccc3c(c2)C(=O)N(C)C3=O)c(C)c1,4,-2,i,i,i,-11,i,i,i,i,-4

# Entries listed so far that have fluorine, in the order listed:
smiles,DYRK1A inh,GSK3A inh,RGS4 pot,KCNQ1 block,RGS4 block,hERG rescue,KCNK9 block,PolyA inhibitor,KCNQ1 act,KCNK3 block,GSK3B inh
O=C(O)CCCC(=O)Nc1nc2n(n1)C(c1ccc(F)cc1)CC(c1ccc(Cl)cc1)N2 (stereo not drawn),10,-1,i,i,i,-9,i,i,i,i,2
O=C(Nc1ccccc1F)c1ccc(Cn2cc(Cl)cn2)cc1,-2,nt,i,i,i,-3,i,i,i,i,0
O=C(Cn1cc(C(=O)C(F)(F)F)c2ccccc21)N1CCOCC1,5,-2,i,i,i,-6,i,i,i,i,-1
COc1ccc(-c2noc(N3CCC(C(=O)Nc4ccccc4F)CC3)n2)cc1,-2,-2,i,i,i,-8,i,i,i,i,-1
CCOc1ccc(CCNC(=O)CS(=O)(=O)Cc2nc(-c3ccccc3F)oc2C)cc1,-3,-2,i,i,i,-5,i,i,i,i,7
CCN(CC)CCN(C(=O)c1ccc2c(c1)CCCC2)c1nc2ccc(F)cc2s1,0,0,i,i,i,-25,i,i,i,i,-1
NS(=O)(=O)c1ccc(CCNC(=O)CN2CCN(Cc3cccc(C(F)(F)F)c3)CC2)cc1,3,-2,i,i,i,-7,i,i,i,i,-1

# Screens as filed in PubChem BioAssay.
